# From PubChem
# Fam108B inh: blocks mouse Fam108B hydrolase in RBBP9 counter-screen; 0.33% of 300,000 active; recombinant Fam108B, FP-Rh probe fluorescence polarization; inhibition, % at 9.51 µM;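 active = inhibition above the screen mean inhibition plus 3 SD, computed separately per campaign, cut at about 18% in these data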;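 note: inhibitors lower polarization as less probe binds the enzyme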
# CR mimetic SO: yeast age-related superoxide inhibition as caloric restriction mimetic; S. cerevisiae aged cells, superoxide DHE fluorescence; stronger effect = lower value; superoxide response (% of plate mean), % at 10 µM; 0.18% of 330,000 active;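 active = superoxide response under a set limit, about three screen SD below normal, cut at about 65% in these data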;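 note: yeast aged for seven days with compound at 30 °C before DHE staining; 100% = average MFI of all compound-treated wells on the plate with controls excluded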
# BCLXL inh: blocks human Bcl-xL binding to Bim BH3 peptide; Q07817; GST-Bcl-xL / FITC-Bim BH3 peptide fluorescence polarization; inhibition, % at 10.9 µM; 0.7% of 320,000 active;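 active = inhibition above the mean of all tested compounds plus 3 SD, cutoff set per campaign, cut at about 30% in these data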;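 note: 0% = DMSO wells and 100% = unlabeled Bim-BH3 peptide competitor; inhibitors lower millipolarization by displacing the labeled peptide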
# Target sequence (Q07817 whole entry, looked up): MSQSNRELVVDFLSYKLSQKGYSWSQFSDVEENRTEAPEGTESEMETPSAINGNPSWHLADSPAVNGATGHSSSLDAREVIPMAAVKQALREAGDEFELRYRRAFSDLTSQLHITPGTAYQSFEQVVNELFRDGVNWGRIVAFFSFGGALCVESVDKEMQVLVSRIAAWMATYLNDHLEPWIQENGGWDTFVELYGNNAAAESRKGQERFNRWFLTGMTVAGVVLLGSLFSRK
# EBNA-1 inhibitor: blocks EBNA-1 binding to DNA | EBNA-1 DNA binding, fluorescence polarization | inhibition, % at 14.8 µM | 0.34% of 300,000 active | AID 1950; in the data active = inhibition above about 28%
# Efflux pump inh: blocks antifungal efflux pumps in multiplex yeast assay. S. cerevisiae Candida pump triplex, Nile Red efflux. 0.44% of 330,000 active. inhibition, % at 10 µM;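 active = plate passing quality check with inhibition over a set limit, or well fluorescence over plate mean plus 4 SD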;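 note: Nile Red retained in pooled yeast measured as flow cytometry median fluorescence; 0% = buffer negative control and 100% = Enniatin B positive control; higher means more Nile Red kept so more efflux inhibition; some compounds called inactive have numbers as strong as hits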
# MCL1-BIM inh: inhibitors of human MCL1 binding to BIM-BH3 peptide; inhibition, % at 10.9 µM; GST-MCL1 / FITC-Bim-BH3 fluorescence polarization; 0.68% of 320,000 active;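 active = inhibition above the mean inhibition of all tested compounds plus 3 SD, set per campaign, cut at about 40% in these data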;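 note: 0% = DMSO wells and 100% = unlabeled Bim-BH3 peptide control; higher means more loss of mP so more displacement of Bim peptide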
# Target sequence (Q07820 whole entry, looked up): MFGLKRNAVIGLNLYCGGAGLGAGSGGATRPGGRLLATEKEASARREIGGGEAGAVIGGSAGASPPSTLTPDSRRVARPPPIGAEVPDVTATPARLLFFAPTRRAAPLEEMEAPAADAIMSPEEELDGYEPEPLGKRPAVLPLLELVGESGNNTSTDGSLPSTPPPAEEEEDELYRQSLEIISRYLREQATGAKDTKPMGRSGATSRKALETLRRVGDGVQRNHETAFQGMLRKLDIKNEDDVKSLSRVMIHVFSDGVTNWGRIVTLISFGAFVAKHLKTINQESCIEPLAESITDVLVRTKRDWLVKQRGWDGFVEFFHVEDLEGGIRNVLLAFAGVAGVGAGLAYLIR
# ZTA DNA inh: counter-screen for EBNA-1 inhibitors: inhibitors of Epstein-Barr virus ZTA; P03206; ZTA-DNA binding, fluorescence polarization; inhibition, % at 11 µM; 0.15% of 320,000 active; in the data active = inhibition above about 33%
# MEX-5 binding: C. elegans MEX-5 TCR-2 RNA binding activity; Q9XUB2; MEX-5/FITC-TCR2 RNA binding, fluorescence polarization; stronger effect = lower value; activity score (negative = inhibition of binding), % at 10 µM; 0.38% of 300,000 active;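 active = inhibition past about -25% in most replicates, and total fluorescence under double the plate's negative control median, limit read from the data; inconclusive = replicates evenly split on the limit, or fluorescence at least double controls; inactive = too little inhibition in most replicates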;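 note: 0% = DMSO and -100% = 5 µM competing unlabeled TCR2 RNA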
# Target sequence (Q9XUB2 whole entry, looked up): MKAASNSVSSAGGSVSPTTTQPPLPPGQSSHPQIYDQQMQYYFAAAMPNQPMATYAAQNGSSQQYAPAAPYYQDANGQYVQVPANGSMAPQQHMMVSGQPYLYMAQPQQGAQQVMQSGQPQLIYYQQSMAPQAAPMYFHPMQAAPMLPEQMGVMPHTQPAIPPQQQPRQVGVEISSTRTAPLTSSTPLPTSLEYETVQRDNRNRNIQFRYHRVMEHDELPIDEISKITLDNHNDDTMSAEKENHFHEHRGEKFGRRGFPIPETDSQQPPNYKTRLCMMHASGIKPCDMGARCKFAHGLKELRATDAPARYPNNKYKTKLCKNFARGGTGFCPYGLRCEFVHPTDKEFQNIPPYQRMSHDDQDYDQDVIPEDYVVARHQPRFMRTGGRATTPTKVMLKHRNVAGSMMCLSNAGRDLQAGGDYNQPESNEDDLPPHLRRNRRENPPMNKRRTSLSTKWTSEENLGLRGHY
# GLD-1 TGE inh: GLD-1-TGE RNA interaction inhibition (C. elegans); purified GLD-1 + fluorescein TGE RNA, fluorescence polarization; inhibition, % at 5.96 µM; 0.44% of 320,000 active;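 active = percent inhibition above a per-plate cutoff, the plate mean of test compounds plus 3 SD, cut at about 30% in these data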;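 note: 0% = DMSO wells with GLD-1 and probe and 100% = wells lacking GLD-1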
# Starred values were filed as active, the others as inactive; ? = inconclusive; / = not tested or not shown.
SMILES,Fam108B inh,CR mimetic SO,BCLXL inh,EBNA-1 inhibitor,Efflux pump inh,MCL1-BIM inh,ZTA DNA inh,MEX-5 binding,GLD-1 TGE inh
CCOC(=O)c1c(C)c(C(=O)NCc2ccc3c(c2)OCO3)c(C)n1C,0,103,1,-2,-0.1,5,8,1.7,0
CCOC(=O)CSc1nc2c(sc(=S)n2CCc2ccccc2)c(=O)n1Cc1ccco1,0,94,5,10,0.3,6,-8,-0.3,-1
CCN(CC)S(=O)(=O)c1ccc(N2CCOCC2)c(NS(=O)(=O)c2ccc(OC)cc2)c1,3,100,0,1,-0.1,-5,-12,-1.5,4
NS(=O)(=O)c1ccc(NC(=O)COC(=O)CSCc2ccc(F)cc2)cc1,/,102,5,/,-0.1,9,3,/,8
O=C1CN(c2ccccc2)C(=S)N1c1ccccc1,-1,108,6,7,-0.1,6,14,-1.1,3
O=C(NCCc1ccccc1)C1CCC(CNS(=O)(=O)c2ccccc2)CC1 (centres undefined),-1,101,-2,-12,0.1,-6,-5,-0.7,-4
COc1ccc(N2CCN(C(=O)c3cc(=O)c4cc(C)c(C)cc4o3)CC2)cc1,1,103,2,1,-0.2,-1,10,-0.2,5
COc1ccc(/C=N\NC(=O)c2sc(N)nc2C)cc1OC,0,80,9,1,0.0,-1,3,-2.8,6
CC1CCc2nc(N)c(C#N)c(-c3cccn3C)c2C1 (centres undefined),-8,100,-1,12,0.0,-7,3,-1.4,2
CCOc1ccc(-c2csc(/C(C#N)=C\c3ccc(O)c([N+](=O)[O-])c3)n2)cc1,25*,125,-2,-1,0.0,-2,0,-1.2,-1
FC(F)(F)c1nnc2ccc(Sc3ccccn3)nn12,1,98,0,-8,-0.1,1,-3,0.2,-2
CCOC(=O)C(Cc1ccccc1)C(=O)Nc1ccc(N(CC)CC)cc1 (centres undefined),-4,95,4,2,-0.3,1,-2,0.3,-1
O=C1C2ON(c3ccccc3)C(c3cccnc3)C2C(=O)N1c1ccccc1 (centres undefined),-3,94,5,7,0.1,3,0,1.3,3
COc1cccc2cc(C(=O)NCc3ccc(C)cc3)c(=O)oc12,2,98,2,2,0.0,-1,-19,0.8,2
CC1=CC(c2ccc(Cl)cc2)n2nc(NS(=O)(=O)c3ccc(C)cc3)nc2N1 (centres undefined),-3,106,5,1,0.1,1,7,-1.7,9
NNC(=O)c1ccc(CSc2cccc3cccnc23)cc1,-8,95,1,8,0.0,4,7,-0.5,9
COc1ccc(CC(=O)Nc2cccc(S(=O)(=O)N3CCCC3)c2)cc1OC,/,105,-12,/,0.2,-14,-14,/,-4
CCC1CCCCN1C(=O)COC(=O)c1ccc(Br)o1 (centres undefined),/,115,1,/,0.1,5,19,/,2
CC(C)(C)c1cc(C(c2cccnc2)N2CCN(CCO)CC2)cc(C(C)(C)C)c1O (centres undefined),2,77,4,-4,0.4*,11,2,-1.5,12
CC(OC(=O)CCc1nc(=O)c2ccccc2n1C)C(=O)NCc1ccc2c(c1)OCO2 (centres undefined),4,95,-2,0,-0.1,-4,-4,-0.6,7
CCOC(=O)C1=C(C)NC(=S)NC1c1ccsc1 (centres undefined),2,89,2,9,-0.1,15,6,-0.1,7
CCCOC(=O)Nc1sc2c(c1C(=O)OCC)CCC2,2,95,-1,4,0.0,3,10,1.2,1
COc1ccccc1C(=O)COC(=O)c1ccc(-n2cnnn2)cc1,1,92,-1,-10,0.0,1,4,-1.6,1
CCCCCCN1C=CC=C/C1=C/C=C(C#N)C#N,13,105,-29,-3,0.6,-61,-11,?,-42
Cc1occc1C(=O)Nc1nnc(-c2cccs2)s1,-4,97,-5,0,0.1,-6,6,-10.0,4
COc1ccc(NC(=O)NCCc2cccc(Cl)c2)cc1OC,-1,111,4,3,0.0,18,0,-1.0,2
Cc1cccc(NC(=O)CSc2c3c(nc4ccccc24)CCC3)n1,0,88,-4,-10,0.0,3,-25,-3.7,2
Cc1ccc(C(=O)N/C(=C\c2ccc(F)cc2)C(=O)NCCCn2ccnc2)cc1,0,107,0,2,0.1,-2,12,4.2,-4
CN1C(=O)/C(=C/c2cn(CC(=O)N3CCCCC3)c3ccccc23)c2ccccc21,15,97,-2,-8,0.0,-10,24,-27*,6
CN(C)CCCOc1ccc(C(C)(C)c2ccccc2)cc1,3,87,8,-10,-0.1,23,-9,0.5,-3
CCOC(=O)N1[C@@H]2C=C(C)[C@@H]2[C@@H]2[C@@H](C)C(=O)N21,-4,97,2,-4,0.1,-8,11,0.1,1
COc1cc(C(=O)N2CCN(S(=O)(=O)c3cccs3)CC2)cc(OC)c1C,-3,86,0,-6,0.4,14,7,0.7,-2
CCOC(=O)c1cnc(-n2cc(C)cn2)nc1Nc1ccccc1OCC,-3,101,4,2,0.1,1,14,-3.3,-3
COc1cccc(/C=C/C(=O)OCC(=O)N(C)CC(=O)Nc2ccccc2Cl)c1OC,/,115,3,/,0.1,2,-6,/,5
O=C1c2ccccc2C(=O)N1OCCOCCOCCON1C(=O)c2ccccc2C1=O,2,99,1,-12,-0.2,3,-3,0.6,1
CCc1cc(C(=O)NNC(=S)NCC2CCCO2)cs1 (centres undefined),-1,84,4,14,-0.1,10,2,-2.0,0
CCc1ccccc1NC(=O)c1cc2sccc2n1C,-1,88,6,-1,0.1,9,-3,2.1,7
O=C(CSCc1ccc(F)cc1)NCc1ccc2c(c1)OCO2,1,98,1,9,-0.2,8,5,2.1,1
Cc1cc(NS(=O)(=O)c2ccc(NC(=O)C(C)Oc3cccc(C)c3C)cc2)nc(C)n1 (centres undefined),-1,91,2,-4,0.1,5,7,3.9,-2
CCOC(=O)c1ccc(S(=O)(=O)N2CCNCC2)cc1,0,98,8,10,0.0,8,-6,-4.8,4

# 4 records picked at random from the list so far:
SMILES,Fam108B inh,CR mimetic SO,BCLXL inh,EBNA-1 inhibitor,Efflux pump inh,MCL1-BIM inh,ZTA DNA inh,MEX-5 binding,GLD-1 TGE inh
CCc1ccccc1NC(=O)c1cc2sccc2n1C,-1,88,6,-1,0.1,9,-3,2.1,7
O=C(CSCc1ccc(F)cc1)NCc1ccc2c(c1)OCO2,1,98,1,9,-0.2,8,5,2.1,1
CCOC(=O)N1[C@@H]2C=C(C)[C@@H]2[C@@H]2[C@@H](C)C(=O)N21,-4,97,2,-4,0.1,-8,11,0.1,1
COc1ccc(NC(=O)NCCc2cccc(Cl)c2)cc1OC,-1,111,4,3,0.0,18,0,-1.0,2

# Further entries.
SMILES,Fam108B inh,CR mimetic SO,BCLXL inh,EBNA-1 inhibitor,Efflux pump inh,MCL1-BIM inh,ZTA DNA inh,MEX-5 binding,GLD-1 TGE inh
CCN1CCN(c2cc(C)c3cc(NC(=S)NCCCN4CCc5ccccc5C4)ccc3n2)CC1,3,105,6,3,0.0,5,-13,-0.6,-1
NC(=O)C1CCN(C(=O)CCc2ccsc2)CC1,2,95,3,-8,0.5,-5,5,1.3,-5
C=C[C@@H](C)N(Cc1ccc(OC)cc1)S(=O)(=O)N(Cc1ccccc1)[C@H](C=C)C(C)C,/,94,0,/,0.0,3,3,/,9
Cc1onc(C(=O)N2CCN(Cc3ccccc3)CC2)c1[N+](=O)[O-],0,94,2,0,0.2,4,3,-1.3,0
Cc1c(Br)c(C(=O)NCc2cc3cc(Cl)ccc3[nH]2)nn1C,-2,110,6,7,-0.1,8,-19,4.4,8
COc1ccc(NC2=CC(=O)CC(C)(C)C2)cc1,-2,113,-1,1,-0.2,-3,2,-0.9,3
N#C/C(C(=O)Oc1ccccc1)=C1\C=CC=CN1,2,99,4,0,0.2,9,10,-0.2,15
COc1ccc(/C=C/CN2CCCC(C(=O)c3cc(F)ccc3F)C2)cc1 (centres undefined),4,100,0,-14,0.1,3,-3,-0.4,-1
O=C1CCN(S(=O)(=O)c2ccc(Cl)cc2)CC1,1,104,2,-1,-0.4,6,-11,-0.7,0
CC1(C)C(=O)N(c2ccccc2)C(=O)c2ccccc21,-7,120,4,-8,0.0,5,-9,-0.2,11
CCCOc1ccc(C2C(C(=O)/C=C/c3ccco3)=C(O)C(=O)N2CCN2CCOCC2)cc1OC (centres undefined),1,93,14,-6,-0.1,13,4,-3.3,10
CS(=O)(=O)N1N=C(c2cccs2)CC1c1ccccc1 (centres undefined),-1,99,-3,6,-0.2,1,-3,3.7,2
CC(C)C(NC(=O)c1ccco1)C(=O)NCC(c1ccco1)N1CCCCC1 (centres undefined),-4,105,7,8,0.1,8,4,1.2,2
O=C(Nc1ccc(F)cc1)Nc1nnc(Cc2ccccc2F)s1,-4,111,-2,5,0.0,-1,-1,-1.9,-4
Cc1nnc(N/N=C/C(C)c2ccccc2)[nH]c1=O (centres undefined),2,98,1,4,-0.1,0,-15,-4.7,0
Cc1onc(-c2c(F)cccc2Cl)c1C(=O)NNC(=O)C1CCN(Cc2cccc(F)c2)CC1,-5,103,7,-9,0.0,3,-23,-0.6,0
O=S(=O)(/N=C(/c1ccccc1Cl)N1CCOCC1)c1ccccc1,-1,95,4,-2,-0.1,-3,9,2.5,-2
O=C(N1CCOCC1)N1CCN(C(c2ccccc2)c2ccccc2)CC1,-7,114,0,9,-0.2,1,15,-0.7,-3
CCC(C)OC(=O)C1=C(C)NC(=O)CC1c1ccccc1OC (centres undefined),-2,100,3,2,-0.1,11,-15,-0.2,5
O=C(NN1C(=O)NC2(CCCCC2)C1=O)c1ccc(Cl)c(Cl)c1,/,94,0,/,0.0,1,-9,/,-4
CCCCNS(=O)(=O)c1ccc(NC(=O)c2c(-c3ccccc3Cl)noc2C)cc1,-3,108,3,-4,0.0,1,-23,0.2,9
COC(=O)c1[nH]c2cc(OC)ccc2c1NC(=O)CN1CCN(c2cccc(C)c2)C(C)C1 (centres undefined),4,112,0,-2,0.3,-13,1,2.4,5
Cn1c(=O)[nH]c(=O)c2c1nc(N1CCCCCC1)n2CCOc1ccccc1,0,106,7,-8,0.0,2,-4,-1.9,3
COC(=O)C1=C(C)NC(=O)NC1c1ccc(-c2ccc(Cl)cc2)o1 (centres undefined),0,109,3,-6,0.0,0,-1,-2.3,0
Cn1c2ccccc2c(=O)c2c(=O)n(Cc3ccco3)c(COc3ccccc3)nc21,-6,105,27,0,-0.1,61*,0,-0.8,12
COc1ccc(C2=Nc3ccccc3OC2)cc1,0,91,3,-18,-0.1,-4,-2,-1.2,1
CC1Sc2ccc(S(=O)(=O)N3CCC(C(=O)Nc4ccc(Cl)cc4)CC3)cc2NC1=O (centres undefined),-23,83,-15,8,0.2,-29,2,-0.8,-6
O=C1CCCC(O)=C1N=Nc1c(Cl)cc(Cl)cc1Cl,5,100,6,-5,0.2,20,7,0.2,-3
O=C1CCC(C(=O)Nc2cccc3ccccc23)N1 (centres undefined),3,119,-1,18,-0.1,-2,4,0.5,-1
Cc1ccc(C(=O)N2CC3(C(C)C)CN(C(=O)c4ccc(C)cc4)CC(C(C)C)(C2)C3=O)cc1,2,96,3,4,-0.1,2,-6,0.1,-1
N/C(COc1ccc(F)cc1)=N\NC(=O)c1cccnc1Oc1ccccc1,-2,111,-2,-19,0.1,-5,1,3.0,7
CCOC(=O)Cc1csc(NC(=O)c2ccc(F)cc2)n1,-2,97,3,5,0.1,-7,4,0.6,-5
CC(C)c1ccc(/C=N/NC(=O)CCNC(=O)c2ccccc2)cc1,3,94,0,5,0.2,-4,10,3.5,-11
CCSCC1COC(c2cccn2Cc2ccc(C)cc2)=N1 (centres undefined),-2,85,4,3,-0.1,5,5,-0.2,4
O=C(COC(=O)c1ccc(S(=O)(=O)N2CCCC2)cc1)NCc1ccc(F)cc1,0,96,-1,10,-0.2,-3,-14,-1.7,10
CCCCNCc1cc(Cl)c(OCCC)c(OCC)c1,1,102,-1,2,0.0,-3,-6,2.3,-1
